Assay outcomes as filed in PubChem BioAssay.
TDP1 cell CPT = DT40-hTDP1 cell growth loss with CPT; Potency, µM (titrated, usually from 46.2 µM), inactives show at the highest dose activity change, negative = growth inhibition, hits mostly inhibitors; chicken DT40 Tdp1-/-;hTDP1 cells + 20 nM CPT, ATP luminescence, 48 h; AID 686979; actives 12% (n = 420,000); note: nearly all actives have a fitted effect of over 55% in size
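Cell growth measured by CellTiter-Glo luminescence after a minimum 48 h, 37 C compound exposure with 20 nM CPT in Tdp1-knockout DT40 cells stably expressing hTDP1, seeded 400/well; qHTS titration format.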
DT40 TDP1 no CPT = qHTS for Inhibitors of human tyrosyl-DNA phosphodiesterase 1 (TDP1): qHTS in cells in absence of CPT | DT40 Tdp1-/- hTDP1 cells, no CPT, ATP luminescence, 48 h | Potency, µM (doses to about 46.2 µM), for the others: at the highest dose activity change, negative = growth inhibition, most hits filed as inhibitors | actives 15% (n = 420,000) | AID 686978, 2013; note: nearly all actives have a fitted effect of over 55% in size
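Stably hTDP1-transfected Tdp1-null chicken DT40 cells were treated with library compounds minus camptothecin and grown for at least 48 hr at 37 °C, after which cellular ATP was quantified by luminescence.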
TDP1 inh = inhibitors of human tyrosyl-DNA phosphodiesterase TDP1; Q9NUW8; recombinant TDP1, AlphaScreen DNA substrate cleavage; Potency, µM (series often up to 130 µM), for the others: at the top dose activity change, negative = inhibition, most hits filed as inhibitors; actives 0.28% (n = 350,000); note: nearly all actives have a fitted effect of over 40% in size
Target sequence (Q9NUW8 whole entry, looked up): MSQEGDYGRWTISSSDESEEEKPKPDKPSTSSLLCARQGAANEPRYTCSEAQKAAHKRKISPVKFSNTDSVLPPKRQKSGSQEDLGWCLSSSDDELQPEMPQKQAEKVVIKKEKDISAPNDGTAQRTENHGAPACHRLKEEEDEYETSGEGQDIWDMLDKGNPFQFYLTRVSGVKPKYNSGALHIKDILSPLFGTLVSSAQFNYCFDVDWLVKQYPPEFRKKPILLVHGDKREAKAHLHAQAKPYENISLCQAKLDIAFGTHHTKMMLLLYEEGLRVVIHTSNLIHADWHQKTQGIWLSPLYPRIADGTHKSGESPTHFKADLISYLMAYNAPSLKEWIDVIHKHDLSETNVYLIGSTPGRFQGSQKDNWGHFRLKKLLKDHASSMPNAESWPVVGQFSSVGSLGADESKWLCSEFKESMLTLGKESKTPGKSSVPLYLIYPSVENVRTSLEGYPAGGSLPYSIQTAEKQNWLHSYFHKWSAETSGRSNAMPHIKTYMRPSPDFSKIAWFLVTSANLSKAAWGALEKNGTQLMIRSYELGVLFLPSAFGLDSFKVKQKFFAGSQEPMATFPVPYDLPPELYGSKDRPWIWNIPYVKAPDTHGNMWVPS
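E. coli-derived human Tdp1, 1 nM final. Cpd preinc 15 min RT; substrate 15 nM final, 5 min RT; AS bead mix 10 ug/ml final, 10 min RT. Signal loss = tyrosine-FITC cleavage. No-enzyme wells = max signal.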
* = called active by the depositor; [ ] = remark or other dose. Calls come from the whole dose curve; as a rule, active = well fitted curve in the direction sought with a large enough effect; inconclusive = small, poorly fitted or top-dose-only effect, or another doubt; inactive = no such curve, though single readings can be large; an effect the other way counts as inactive or inconclusive. % is set by controls: 0 for no effect and ±100 for the full control effect; potency is the fitted concentration of half-maximal effect.

Cc1cc(NCCN2CCOCC2)n2ncc(-c3ccccc3)c2n1 was read as TDP1 cell CPT -16%, DT40 TDP1 no CPT -22% and TDP1 inh 0%.
Screening CC(C)c1ccccc1N=C1SCCCN1C(=O)c1cccc(N2C(=O)CCC2=O)c1 returned TDP1 cell CPT 0% and DT40 TDP1 no CPT -1%.
For Cc1ccnc(NC(=O)Cc2ccc(-c3ccccc3)cc2)c1 the results were TDP1 cell CPT inconclusive, DT40 TDP1 no CPT inconclusive and TDP1 inh 0%.
Screening N#Cc1ccc(Cl)cc1NC(=O)CN1C(=O)C(=O)N(CCC2=CCCCC2)C1=O returned TDP1 cell CPT -10% and DT40 TDP1 no CPT -19%.
O=C(CC1C(=O)CCCC1=O)c1ccccc1 was read as TDP1 cell CPT 13µM*, DT40 TDP1 no CPT inconclusive and TDP1 inh 1%.
Screening COc1ccc(CCNC(=O)c2c(C)oc3ncn(CC(C)C)c(=O)c23)cc1OC returned TDP1 cell CPT -15%, DT40 TDP1 no CPT inconclusive and TDP1 inh 5%.
For CC(C)(C)C1=C[C@@H](CO)C[C@@H](CO)C1 the results were TDP1 cell CPT -13%, DT40 TDP1 no CPT -3% and TDP1 inh 9%.
`N#Cc1nc(-c2ccco2)oc1NCc1ccccc1Cl` gave TDP1 cell CPT -3%, DT40 TDP1 no CPT inconclusive and TDP1 inh 6%.
O=C(O)c1ccc(Cl)c(S(=O)(=O)NCc2cccnc2)c1 was read as TDP1 cell CPT -9%, DT40 TDP1 no CPT inconclusive and TDP1 inh -8%.
For Cc1cc(=O)[nH]c2nnc(SCc3cccc(C(F)(F)F)c3)n12 the results were TDP1 cell CPT 15%, DT40 TDP1 no CPT inconclusive and TDP1 inh 5%.
`CCC(C)NC(=O)C(Sc1ccccc1)c1ccccc1` (stereo not given) gave TDP1 cell CPT 20%, DT40 TDP1 no CPT -14% and TDP1 inh 8%.
O=C(CS(=O)Cc1ccccc1Cl)Nc1ccccc1Cl (stereo not given) was read as TDP1 cell CPT 11%, DT40 TDP1 no CPT 1% and TDP1 inh 5%.
`O=C(Nc1cc([N+](=O)[O-])ccc1O)NC1CCS(=O)(=O)C1` (stereo not given) gave TDP1 cell CPT -3%, DT40 TDP1 no CPT 17% and TDP1 inh 4%.
`Cc1cc(C)c(S(=O)(=O)N2CCN(C)CC2)c(C)c1` gave TDP1 cell CPT -1%, DT40 TDP1 no CPT -30% and TDP1 inh 4%.
CN(C)CCCn1c2c(c(SCC(=O)Nc3cccc4ccccc34)nc1=O)CCC2 was read as TDP1 cell CPT 19%, DT40 TDP1 no CPT inconclusive and TDP1 inh 1%.
`O=C(c1ccco1)N1CCN(S(=O)(=O)c2ccc3c(c2)CCN3C(=O)C2CCC2)CC1` gave TDP1 cell CPT inconclusive, DT40 TDP1 no CPT inconclusive and TDP1 inh 0%.
Screening C(=N\Nc1nc(N2CCCC2)nc(N2CCCC2)n1)/c1cccnc1 returned TDP1 cell CPT -9%, DT40 TDP1 no CPT inconclusive and TDP1 inh 1%.
For CCCCOCCCNC(=O)c1c(-c2ccccc2)noc1C the results were TDP1 cell CPT -14%, DT40 TDP1 no CPT 2% and TDP1 inh -4%.
Screening Cc1ccc(C)c(OCc2cc(C(=O)N3CCN(c4ccccc4C)CC3C)no2)c1 (stereo not given) returned TDP1 cell CPT inconclusive, DT40 TDP1 no CPT inconclusive and TDP1 inh 2%.
`CC1CCCN(C(=O)COC(=O)COc2ccc(C#N)cc2)C1` (stereo not given) gave TDP1 cell CPT 10%, DT40 TDP1 no CPT 4% and TDP1 inh 1%.
`CCc1cc(C(=O)OC)c(NC(=O)CSc2nccn2C)s1` gave TDP1 cell CPT -16%, DT40 TDP1 no CPT -23% and TDP1 inh 7%.
CC(C)(C)n1nc2c(c1NC(=O)c1ccc(C(F)(F)F)cc1)CS(=O)(=O)C2 was read as TDP1 cell CPT -2%, DT40 TDP1 no CPT 6% and TDP1 inh 0%.
CCc1ccccc1NC(=O)CN(C)C(=O)Cn1cnc2ccc(Cl)cc2c1=O was read as TDP1 cell CPT -11%, DT40 TDP1 no CPT -15% and TDP1 inh 0%.
For Cc1ccc(S(=O)(=O)N(C)CC(=O)N(CC(C)C)C2CCS(=O)(=O)C2)cc1 (stereo not given) the results were TDP1 cell CPT -15% and DT40 TDP1 no CPT 0%.
CC(=O)Nc1ccc(S(=O)(=O)N/N=C/c2cccnc2)cc1 was read as TDP1 cell CPT -26%, DT40 TDP1 no CPT 8% and TDP1 inh 1%.
Screening C/C(=C\C(=O)c1ccc(F)cc1)NCc1ccc2c(c1)OCO2 returned TDP1 cell CPT -22%, DT40 TDP1 no CPT inconclusive and TDP1 inh 1%.
`Clc1cccc(Cc2c(-c3cccc(Cl)c3)nc3ccc(Cl)cn23)c1` gave TDP1 cell CPT inconclusive and DT40 TDP1 no CPT inconclusive.
For COc1ccc(C(=O)Oc2cc(N)n(S(=O)(=O)c3ccc(C)cc3)n2)cc1 the results were TDP1 cell CPT 1%, DT40 TDP1 no CPT -24% and TDP1 inh 2%.
`COCCN1C(=O)c2ccccc2C(C(=O)NCCCN2CCCC2)C1c1c[nH]c2ccccc12` (stereo not given) gave TDP1 cell CPT inconclusive, DT40 TDP1 no CPT 26µM* and TDP1 inh 5%[56.1 µM].
For CCOC(=O)c1cnc2c(ccc3ccccc32)c1NCCO the results were TDP1 cell CPT inconclusive, DT40 TDP1 no CPT 21µM* and TDP1 inh -4%[56.1 µM].
`CN(CC(=O)Nc1ccc(Cl)cc1)CC(=O)Nc1cccc(Br)c1` gave TDP1 cell CPT -3%, DT40 TDP1 no CPT inconclusive and TDP1 inh 0%.
Screening CC1CCN(C(=O)Cn2c(=O)n(CCc3ccccc3)c(=O)c3ccccc32)CC1 returned TDP1 cell CPT 15µM*, DT40 TDP1 no CPT 16µM* and TDP1 inh 5%.
For CCCc1nn2c(=O)cc(COC(=O)c3ccc(NC(=O)COc4ccc(F)cc4)cc3)nc2s1 the results were TDP1 cell CPT -15%, DT40 TDP1 no CPT -22% and TDP1 inh 1%.
Screening CCOC(=O)C1CCCN(c2ncnc3c2oc2ccccc23)C1 (stereo not given) returned TDP1 cell CPT inconclusive, DT40 TDP1 no CPT 13µM* and TDP1 inh -1%.
For Cc1ccc(CSc2nc3nc(C)cc(C)n3n2)cc1 the results were TDP1 cell CPT -2%, DT40 TDP1 no CPT -5% and TDP1 inh 2%.
`O=C1c2cccc3cccc(c23)C(=O)N1CCCn1ccnc1` gave TDP1 cell CPT -13% and DT40 TDP1 no CPT inconclusive.
For COC(=O)c1nnn(CC(=O)Nc2cc(Cl)ccc2C)c1C(=O)OC the results were TDP1 cell CPT -1%, DT40 TDP1 no CPT -10% and TDP1 inh 4%.
Cn1cc(CNC(=O)c2ccc3nc(Cc4ccccc4F)oc3c2)cn1 was read as TDP1 cell CPT -21%, DT40 TDP1 no CPT inconclusive and TDP1 inh 3%.
`CC(C)OCCCN1C(=O)c2[nH]nc(-c3ccccc3O)c2C1c1cccc(OCc2ccccc2)c1` (stereo not given) gave TDP1 cell CPT 10µM*, DT40 TDP1 no CPT inconclusive and TDP1 inh 4%.
CC(C)c1ccc(CC(=O)N2CCC2(C)C(=O)NS(=O)(=O)c2ccc(C(C)(C)C)cc2)cc1 (stereo not given) was read as TDP1 cell CPT -11% and DT40 TDP1 no CPT -9%.
COc1ccc(/C=C2\CCC/C(=C\c3ccc(OC)c(OC)c3OC)C2=O)c(OC)c1OC was read as TDP1 cell CPT inconclusive and DT40 TDP1 no CPT 16µM*.
COc1ccccc1CNS(=O)(=O)c1ccc(NC(C)=O)cc1 was read as TDP1 cell CPT -28%, DT40 TDP1 no CPT inconclusive and TDP1 inh 3%.
COc1ccc(N2CCN(C(=O)c3cccc(Cn4cc(Cl)cn4)c3)CC2)cc1 was read as TDP1 cell CPT inconclusive, DT40 TDP1 no CPT 23µM* and TDP1 inh 7%.
`CC(c1ccccc1)N1CCn2c(nc3cc(NS(C)(=O)=O)ccc32)C1` (stereo not given) gave TDP1 cell CPT 1%, DT40 TDP1 no CPT inconclusive and TDP1 inh 5%.
`COc1cc(C2C(C(N)=O)=C(C)Nc3nc(CCCO)nn32)cc(OC)c1OC` (stereo not given) gave TDP1 cell CPT 21%, DT40 TDP1 no CPT -17% and TDP1 inh 7%.
For CC1CCN(c2nn3c(=O)c(C(=O)NCCc4ccccc4)cnc3s2)CC1 the results were TDP1 cell CPT 9.2µM*, DT40 TDP1 no CPT inconclusive and TDP1 inh -5%.
`CO[C@H]1CN(C)C(=O)c2cc(NS(=O)(=O)c3ccccc3)ccc2OC[C@@H](C)N(Cc2ccccn2)C[C@@H]1C` gave TDP1 cell CPT 6% and DT40 TDP1 no CPT 4%.
Screening COc1cccc(OC)c1-c1nn2c(-c3cc(-c4ccccc4)n[nH]3)nnc2s1 returned TDP1 cell CPT 18µM*, DT40 TDP1 no CPT inconclusive and TDP1 inh -8%.
Screening Cc1ccc(C(=O)Nc2cc(Cl)ccc2-n2cncn2)s1 returned TDP1 cell CPT 2% and DT40 TDP1 no CPT -18%.
O=c1c(-c2ccc(Cl)cc2)nc2cnc(N3CCOCC3)nc2n1Cc1ccc(F)cc1 was read as TDP1 cell CPT 2% and DT40 TDP1 no CPT 23%.
COc1ccc(N(C(=O)c2snc(C(N)=O)c2N)C(C(=O)NCC2CCCO2)c2ccc(C)o2)cc1OC (stereo not given) was read as TDP1 cell CPT inconclusive, DT40 TDP1 no CPT 18µM* and TDP1 inh -20%.
Screening C=CCn1c(SCc2ccc([N+](=O)[O-])cc2)nnc1C(C)NC(=O)c1ccccc1 (stereo not given) returned TDP1 cell CPT inconclusive, DT40 TDP1 no CPT -22% and TDP1 inh 6%.
Screening CCOc1ccc(OCC)c(S(=O)(=O)n2cc(C)nc2CC)c1 returned TDP1 cell CPT inconclusive, DT40 TDP1 no CPT inconclusive and TDP1 inh 3%.
For Cc1ccc2c(C)c(C(=O)N(C)CCC3CCCCO3)oc2c1C (stereo not given) the results were TDP1 cell CPT inconclusive, DT40 TDP1 no CPT inconclusive and TDP1 inh 2%.
C=CCn1c(SC2CCOC2=O)nc2scc(C3CC3)c2c1=O (stereo not given) was read as TDP1 cell CPT -16%, DT40 TDP1 no CPT -6% and TDP1 inh 5%.
Screening Cn1c(C(=O)N/N=C/c2ccccc2)cc2ccccc21 returned TDP1 cell CPT 0%, DT40 TDP1 no CPT inconclusive and TDP1 inh 5%.
Screening Clc1ccc(-c2cn3ncsc3n2)cc1 returned TDP1 cell CPT inconclusive, DT40 TDP1 no CPT inconclusive and TDP1 inh 5%.
`O=C(c1ccc(Cl)cc1)N1CCCOC1` gave TDP1 cell CPT -10%, DT40 TDP1 no CPT -5% and TDP1 inh 3%.

Structures shown so far that have an aryl thioether with sulfur outside any ring (7):
For Cc1cc(=O)[nH]c2nnc(SCc3cccc(C(F)(F)F)c3)n12 the results were TDP1 cell CPT 15%, DT40 TDP1 no CPT inconclusive and TDP1 inh 5%.
`CCC(C)NC(=O)C(Sc1ccccc1)c1ccccc1` (stereo not given) gave TDP1 cell CPT 20%, DT40 TDP1 no CPT -14% and TDP1 inh 8%.
CN(C)CCCn1c2c(c(SCC(=O)Nc3cccc4ccccc34)nc1=O)CCC2 was read as TDP1 cell CPT 19%, DT40 TDP1 no CPT inconclusive and TDP1 inh 1%.
`CCc1cc(C(=O)OC)c(NC(=O)CSc2nccn2C)s1` gave TDP1 cell CPT -16%, DT40 TDP1 no CPT -23% and TDP1 inh 7%.
For Cc1ccc(CSc2nc3nc(C)cc(C)n3n2)cc1 the results were TDP1 cell CPT -2%, DT40 TDP1 no CPT -5% and TDP1 inh 2%.
Screening C=CCn1c(SCc2ccc([N+](=O)[O-])cc2)nnc1C(C)NC(=O)c1ccccc1 (stereo not given) returned TDP1 cell CPT inconclusive, DT40 TDP1 no CPT -22% and TDP1 inh 6%.
C=CCn1c(SC2CCOC2=O)nc2scc(C3CC3)c2c1=O (stereo not given) was read as TDP1 cell CPT -16%, DT40 TDP1 no CPT -6% and TDP1 inh 5%.

As a short view, some entries already given.
Screening Clc1ccc(-c2cn3ncsc3n2)cc1 returned TDP1 cell CPT inconclusive, DT40 TDP1 no CPT inconclusive and TDP1 inh 5%.
`O=C(c1ccc(Cl)cc1)N1CCCOC1` gave TDP1 cell CPT -10%, DT40 TDP1 no CPT -5% and TDP1 inh 3%.
